M1 PAM parental – nonselective calcium activators in parental CHO-K1 cells, primary screen, counter-screen for M1 PAM project, cell-based, Fluo-8 calcium fluorescence, full deck, 1536-well; ATP EC20; 0% at ATP EC20, 100% at ATP max; activation, % at 3 µM; hit rate 0.02% among 360,000; AID 602247, 2012;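 active = activation above the run cutoff, the mean activation of all test compounds plus 3 SD, cut at about 40% in these data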;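 note: peak over basal fluorescence ratio in a 140 s read after ATP addition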
V1aR counter – agonists of human V1a receptor, primary screen, counter-screen for OXTR agonist project, fluorescence, CHO-V1R cells; Vasopressin V1a receptor (Homo sapiens), P37288; Fluo-8 calcium fluorescence, agonist mode; 0% DMSO, 100% 3 nM vasopressin; activation, % at 3 µM; hit rate 0.25% among 320,000;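 active = activation above the mean activation of all tested compounds plus 3 SD, per screening run, cut at about 20% in these data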;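 note: signal is peak over basal fluorescence ratio across a 100 second FLIPR read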
Target sequence (P37288 whole entry, looked up): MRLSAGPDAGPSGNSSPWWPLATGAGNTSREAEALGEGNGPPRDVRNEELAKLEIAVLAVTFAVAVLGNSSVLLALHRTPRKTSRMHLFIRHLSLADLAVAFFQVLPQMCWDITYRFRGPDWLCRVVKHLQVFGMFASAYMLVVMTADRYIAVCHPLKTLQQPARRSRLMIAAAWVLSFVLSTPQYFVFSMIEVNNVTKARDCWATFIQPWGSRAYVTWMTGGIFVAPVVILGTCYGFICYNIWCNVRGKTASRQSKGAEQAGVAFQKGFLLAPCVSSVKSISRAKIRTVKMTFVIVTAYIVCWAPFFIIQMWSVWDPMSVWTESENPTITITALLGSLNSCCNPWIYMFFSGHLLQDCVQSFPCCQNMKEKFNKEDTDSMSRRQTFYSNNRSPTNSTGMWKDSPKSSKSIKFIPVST
CHO-K1 Ca antag – M1 antagonist counterscreen hit in parental CHO-K1 cells. inhibition, % at 3 µM. AID 602250. hit rate 0.6% among 360,000. ATP-induced calcium, Fluo-8 fluorescence;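 active = inhibition above a per-plate cutoff, the plate's mean sample inhibition plus 3 SD, cut at about 24% in these data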;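 note: 0% = DMSO plus EC80 ATP and 100% = DMSO alone without ATP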
CHO parental Ca – ATP-evoked calcium signal inhibitors, parental CHO, primary screen, counter-screen for OX1R antagonist project, cell-based, fluorescence, Fluo-8 calcium dye; inhibition, % at 5.6 µM; hit rate 0.63% among 330,000; AID 463079, 2010; parental CHO-K1, ATP-induced calcium, Fluo-8 fluorescence;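 active = inhibition above that plate's mean sample inhibition plus 3 SD, cut at about 26% in these data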;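 note: 0% = ATP-challenged DMSO wells and 100% = DMSO wells without ATP; some compounds past the cut are filed as inactive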
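Assay system: parental CHO cells; Read-out basis: percent inhibition of ATP-evoked calcium rise, normalized to controls; Benchmarks: ATP and no-ATP DMSO wells; Compound dosing: single nominal dose of 5.6 µM per compound; Signal: Fluo-8 calcium dye fluorescence; Also added: ATP as calcium-mobilizing challenge; Repeats: singlicate.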
GPR7 antag – GPR7 receptor antagonists, primary screen, cell-based, fluorescence, single concentration. Neuropeptides B/W receptor type 1 (Homo sapiens), P48145. inhibition, % at 4.4 µM. GPR7-expressing cells, fluorescence antagonist assay. hit rate 1.1% among 290,000; in the data active = inhibition above about 16%, passing the limit was not always enough;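 note: cells stimulated with the agonist NPW; 0% = agonist with vehicle and 100% = vehicle without agonist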
TAAR1 antagonist – human TAAR1 antagonists, primary screen, Fluo-8 calcium fluorescence, CHO RD-HGA16 cells; antagonist; Trace amine-associated receptor 1 (Homo sapiens), Q96RJ0; hit rate 1.5% among 360,000; inhibition, % at 3 µM;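 active = inhibition above a per-plate cutoff, the mean inhibition of test compounds on that plate plus 3 SD, cut at about 49% in these data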;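 note: 0% = DMSO plus EC80 beta-PEA response and 100% = DMSO alone without agonist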
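System: CHO RD-HGA16 cells bearing hTAAR1. Reagent: EC80 β-phenethylamine stimulus. Schedule: seeding 17-24 h prior, 75-min 37 °C, 30-min RT dye loading. Signal: Fluo-8 intracellular calcium dye fluorescence, real-time kinetic reads. Read-out: % inhibition from peak post-agonist over basal fluorescence ratio. Benchmarks: vehicle wells and EC80 agonist wells. Replicates: n of 1.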
OXTR ag – human OXTR agonists, primary screen, fluorescence, CHO-OTR cells, Fluo-8 calcium; Oxytocin receptor (Homo sapiens), P30559; Fluo-8 calcium fluorescence; normalized: DMSO 0%, oxytocin 100%; activation, % at 3 µM; hit rate 0.32% among 320,000; AID 2435, 2010;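 active = activation above the mean of all tested compounds plus 3 SD, cutoff set per screening run, cut at about 20% in these data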;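 note: peak over basal fluorescence ratio from a 100 s FLIPR kinetic read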
Target sequence (P30559 whole entry, looked up): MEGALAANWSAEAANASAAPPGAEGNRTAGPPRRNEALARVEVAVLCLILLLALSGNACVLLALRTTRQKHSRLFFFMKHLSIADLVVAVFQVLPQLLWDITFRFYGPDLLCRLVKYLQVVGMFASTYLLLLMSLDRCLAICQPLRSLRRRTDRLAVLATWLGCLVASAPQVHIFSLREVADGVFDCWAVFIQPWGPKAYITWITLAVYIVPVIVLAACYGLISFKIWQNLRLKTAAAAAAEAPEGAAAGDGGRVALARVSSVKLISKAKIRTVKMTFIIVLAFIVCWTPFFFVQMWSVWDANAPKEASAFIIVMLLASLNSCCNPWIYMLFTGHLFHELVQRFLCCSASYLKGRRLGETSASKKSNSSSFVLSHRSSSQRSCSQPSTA
CHO-K1 Ca ag – counter-screen for M1 agonists: effect in parental CHO-K1 cells; Fluo-8 calcium fluorescence; scaled to maximal ATP response, vehicle zero; activation, % at 3 µM; hit rate 0.48% among 360,000; AID 602248, 2012; in the data active = activation above about 15%;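 note: untransfected CHO-K1 host cells lacking M1 receptor as counterscreen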
OXTR potentiate – human OXTR potentiators, primary screen, fluorescence, CHO-OTR cells, Fluo-8 calcium; Oxytocin receptor (Homo sapiens), P30559; Fluo-8 calcium fluorescence, potentiator mode; 0% = oxytocin EC15, 100% = EC100; activation, % at 3 µM; hit rate 0.061% among 320,000;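 active = activation above that plate's cutoff, the mean activation of tested compounds plus 3 SD, cut at about 6.6% in these data, passing the limit was not always enough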;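 note: 100% uses oxytocin at 75 nM as the full agonist control; some results filed as inactive read as strong as hits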
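Dosing: Single dose, 3.0 µM nominal final compound concentration | Material: Human OTR in CHO cells | Technique: Kinetic Fluo-8 calcium fluorescence | Benchmarks: EC15 oxytocin alone as 0%, 75 nM oxytocin as 100% | Probe or stimulus: Oxytocin at about EC15, sub-maximal agonist stimulus | Incubation: Compound 6 min at room temperature before oxytocin, 100 s read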
Numbers without * were called inactive; . = no result given. Rows were taken by chance. Share with any hit: about 3.5%.

SMILES	M1 PAM parental	V1aR counter	CHO-K1 Ca antag	CHO parental Ca	GPR7 antag	TAAR1 antagonist	OXTR ag	CHO-K1 Ca ag	OXTR potentiate
CCCCCN(C(=O)CCC(=O)OCC(=O)c1ccc(F)c(F)c1)c1c(N)n(CCCC)c(=O)[nH]c1=O	6	0.4	-5	-7	.	-46	1.5	0.2	4
COc1ccc(S(=O)(=O)N2CCCCC2)cc1NS(=O)(=O)c1ccccc1F	-13	0.5	6	4	-1	12	0.5	0.0	-9
CC1(C(=O)NS(=O)(=O)c2ccc(F)cc2F)CCN1C(=O)Cc1ccccc1 (stereo unspecified)	-10	.	5	.	.	-22	.	0.0	.
COc1ccc(CCc2ccnc3ccccc23)cc1	18	.	-14	.	.	-14	.	-0.1	.
COc1ccc(OC)c(S(=O)(=O)Nc2ccccc2O)c1	1	4.5	-10	-35	.	-15	7.7	1.8	-6
CCN(CC)C(=O)c1ccc2nc([C@@H]3O[C@H](CO)[C@H](O)[C@H](O)[C@H]3O)[nH]c2c1	-15	.	11	.	.	4	.	-0.1	.
Cc1ccc(NC2=C(Cl)C(=O)N(C3CCCCC3)C2=O)cc1	4	1.6	2	0	0	14	0.3	0.6	-9
O=C(Nc1cc2c3c(c1)CC(=O)N3CCC2)c1ccc(F)cc1	3	0.6	-8	-9	.	-4	-0.3	0.1	-8
CC(C)/C=N/NC(=O)c1cc(Br)ccc1O	-2	8.9	4	-1	-12	-15	10	4.2	-9
CC(C)C1C(=O)N(Cc2cn(CCC3OCCO3)nn2)CCS(=O)(=O)N1Cc1ccc(-c2ccc(F)cc2)cc1 (stereo unspecified)	28	.	-25	.	.	14	.	1.1	.
O=C(CN(C1CCCCC1)S(=O)(=O)c1ccc(F)cc1)NCc1ccncc1	16	4.5	-10	-27	16	-21	-1.0	0.7	-9
CCc1c(C)nc2ncnn2c1Nc1ccc(C)c(C)c1	3	-0.7	6	-20	-7	-2	-2.4	0.6	-2
O=C(Nc1nnc(-c2ccccc2)s1)c1ccc(F)cc1	-1	1.2	14	-15	-7	4	0.3	0.4	0
CC(=O)N1CCC(=NNS(=O)(=O)c2ccc(C)c([N+](=O)[O-])c2)CC1	16	6.0	-1	-2	-3	2	-1.0	0.4	-4
CCOc1ccccc1C(=O)NCc1ccc2c(c1)OCO2	14	1.3	-3	-16	-12	5	-1.8	0.2	-4
CCOc1ccc(S(=O)(=O)N(CC(=O)NCc2cccnc2)c2ccc(C)cc2)cc1	-5	0.2	-21	-31	-5	0	-0.6	2.3	-3
COc1ccc(CN2CC(C(=O)NCCc3ccc(C)cc3)CC2=O)cc1 (stereo unspecified)	13	-0.3	-3	-17	2	0	-0.6	1.1	4
O=C(OCc1ccc(C(=O)c2ccccc2)cc1)c1cccc(-c2nnc(-c3ccccc3)o2)c1	10	-0.1	-23	-2	-1	19	0.0	0.5	-5
O=C(NC(=S)NCc1ccco1)c1ccc(Br)cc1	-12	1.5	14	-7	-3	-29	-1.1	-0.5	-13
Cc1cc(C)c(NC(=O)/C(=C/c2ccccc2)c2ccccc2)c(C)c1	22	-1.4	-7	26	-1	-32	-1.7	0.4	-4
CCCC(=O)N1CCC1(C)C(=O)Nc1cc(C)ccc1C (stereo unspecified)	10	.	-6	.	.	2	.	0.0	.
Cc1cnc(CN(C)C(=O)C2CCC(=O)N(CCc3ccc(Cl)cc3)C2)[nH]1 (stereo unspecified)	1	.	0	.	.	-3	.	-0.1	.
CCOc1ccccc1Nc1nc(N)nc(Cl)c1CC	3	.	-2	.	.	2	.	-0.3	.
CCOC1=C2[C@H](c3ccc(CC)cc3)N(S(=O)(=O)c3ccc(C)cc3)C[C@H]2n2c(=O)n(-c3ccccc3)c(=O)n2C1	-4	.	19	.	.	-9	.	0.2	.
CNS(=O)(=O)c1ccc(NC(=O)c2cncc(Br)c2)cc1	-8	0.1	9	14	4	10	0.2	0.6	-6

8 compounds from above, sorted by heavy-atom count, low to high.
SMILES	M1 PAM parental	V1aR counter	CHO-K1 Ca antag	CHO parental Ca	GPR7 antag	TAAR1 antagonist	OXTR ag	CHO-K1 Ca ag	OXTR potentiate
O=C(NC(=S)NCc1ccco1)c1ccc(Br)cc1	-12	1.5	14	-7	-3	-29	-1.1	-0.5	-13
CCCC(=O)N1CCC1(C)C(=O)Nc1cc(C)ccc1C (stereo unspecified)	10	.	-6	.	.	2	.	0.0	.
CCOc1ccccc1C(=O)NCc1ccc2c(c1)OCO2	14	1.3	-3	-16	-12	5	-1.8	0.2	-4
Cc1cc(C)c(NC(=O)/C(=C/c2ccccc2)c2ccccc2)c(C)c1	22	-1.4	-7	26	-1	-32	-1.7	0.4	-4
CCN(CC)C(=O)c1ccc2nc([C@@H]3O[C@H](CO)[C@H](O)[C@H](O)[C@H]3O)[nH]c2c1	-15	.	11	.	.	4	.	-0.1	.
COc1ccc(S(=O)(=O)N2CCCCC2)cc1NS(=O)(=O)c1ccccc1F	-13	0.5	6	4	-1	12	0.5	0.0	-9
O=C(OCc1ccc(C(=O)c2ccccc2)cc1)c1cccc(-c2nnc(-c3ccccc3)o2)c1	10	-0.1	-23	-2	-1	19	0.0	0.5	-5
CCOC1=C2[C@H](c3ccc(CC)cc3)N(S(=O)(=O)c3ccc(C)cc3)C[C@H]2n2c(=O)n(-c3ccccc3)c(=O)n2C1	-4	.	19	.	.	-9	.	0.2	.

The listing continues.
SMILES	M1 PAM parental	V1aR counter	CHO-K1 Ca antag	CHO parental Ca	GPR7 antag	TAAR1 antagonist	OXTR ag	CHO-K1 Ca ag	OXTR potentiate
Cc1nn(CC(=O)Nc2ccc(C(=O)N(C)C)cc2)c(=O)c2ccccc12	8	0.6	-3	-6	-10	2	4.0	-0.1	-5
Cc1ccc(-n2nc3c(c2NC(=O)c2ccc(Br)o2)CSC3)c(C)c1	11	-1.3	0	-7	-3	3	-1.0	0.8	-5
CCOC(=O)/C(C#N)=N/Nc1ccc(S(=O)(=O)Nc2cc(OC)nc(OC)n2)cc1	-15	0.3	10	-12	.	-12	1.0	-0.3	-4
COc1ccccc1-c1cc(N)n(S(=O)(=O)c2ccc(F)c(C)c2)n1	-1	1.3	-4	-6	-3	-27	-0.2	1.1	-7
O=C(Nc1cccnc1)c1ccc2c(c1)C(=O)N(CC1CCCO1)C2=O (stereo unspecified)	10	0.9	0	-6	-7	-18	-0.1	0.7	1
COc1ccc([C@H]2CC(=O)C=C(c3cccc(C(C)C)c3)C2)cc1OC	7	2.8	-7	24	.	66*	1.9	3.3	-6
CNC(=O)C[C@H]1C(=O)N(C2CCCCC2)C[C@@H]1c1ccc(Br)cc1	-15	.	10	.	.	-7	.	0.1	.
CC1CCCCC1NS(=O)(=O)c1ccc(S(=O)(=O)NCc2ccncc2)cc1 (stereo unspecified)	.	9.2	.	22	17	.	14	.	-7
CC(Sc1nnc2c(n1)[nH]c1ccccc12)C(=O)NC1CCCCC1 (stereo unspecified)	19	6.3	-14	-7	-4	5	5.8	2.9	-12
O=S(=O)(NC1CCCCCCC1)c1cccs1	21	0.3	-12	-9	-10	-12	-1.0	0.6	0
OC(CN1CCOCC1)(c1ccccc1)c1ccccn1 (stereo unspecified)	-5	0.3	-13	-8	12	13	-0.3	-0.2	-5
O=C(NCc1ccco1)C1OCCc2ccccc21 (stereo unspecified)	8	0.1	-13	-15	-8	4	0.8	0.2	-4
COC(=O)[C@]1(Cc2ccccc2)N[C@H](c2ccc(-c3ccc(F)cc3)cc2)[C@@H]2C(=O)N(C)C(=O)[C@@H]21	-5	0.8	-1	-20	.	11	0.6	2.4	-3
O=S(=O)(Nc1ccccc1N1CCOCC1)c1cccs1	13	2.2	-17	0	.	-6	2.8	0.4	0
Cc1cc(-c2csc(NC(=O)c3ccc(=O)[nH]c3)n2)c(C)n1Cc1ccco1	22	-0.5	-14	-4	7	-11	-0.5	0.3	-2
COc1cc(SC)ccc1C(=O)N(Cc1ccccc1)c1ccccc1	17	-0.4	-4	-21	-4	-25	-1.1	-0.6	-13
CCOC(=O)c1nc(C)c(C(C)=O)s1	9	1.1	-9	5	.	-1	0.3	-0.1	1
CCCNC(=O)c1ccccc1SCc1c(C)noc1C	-11	1.5	6	-4	-5	-13	0.3	0.3	2
CC(OC(=O)CC1CCCCC1)C(=O)Nc1cccc(C#N)c1 (stereo unspecified)	10	-1.2	-7	-3	.	-3	-1.6	2.4	-4
FC(F)(F)c1cccc(Cc2noc(CN(Cc3ccccn3)CC3CCCO3)n2)c1 (stereo unspecified)	11	0.9	-1	-17	-9	-1	2.7	4.8	-6
Fc1ccc(-n2nnc(-c3ccccc3Br)n2)cc1	-15	2.7	9	-6	-21	-17	-1.8	-0.1	-12
COc1ccc(CN2CC(=O)N3[C@H]4c5cc(C)ccc5OC[C@@H]4[C@H](c4ccccc4)[C@]3(C)C2=O)cc1	12	8.7	-8	-21	.	24	3.9	1.1	-10
CCN(CC)CCn1c2ccccc2c2cnc(N)c(C#N)c21	16	-1.0	-14	-5	-9	13	0.2	0.8	-11
O=C1CCC(C(=O)N2CCN(c3ccc(F)cc3)CC2)CN1CC1CCCCC1 (stereo unspecified)	3	2.5	-9	-16	-7	-18	1.5	1.9	-6
Cc1ccc(OCCn2c(C3CC(=O)N(Cc4ccccc4)C3)nc3ccccc32)cc1 (stereo unspecified)	19	1.0	-7	-15	11	-3	1.1	3.5	-8
CC1=CC(C)(C)N2C(=O)C(=Nc3ccc(O)cc3)c3cccc1c32	11	-1.7	1	-9	2	-6	-1.8	-0.5	-6
O=C(N/N=C\c1ccc(CN(Cc2ccc(Cl)cc2)S(=O)(=O)c2ccccc2)o1)C(=O)Nc1ccc(F)cc1	4	-0.4	1	-32	-12	24	-1.3	-0.7	2
